PAFAH2 inh – PAFAH2 enzyme inhibitors, primary screen, biochemical, fluorescence polarization, human; Platelet-activating factor acetylhydrolase 2, cytoplasmic (Homo sapiens), Q99487; recombinant PAFAH2, FP-rhodamine activity probe; inhibition, % at 3.39 µM; 340,000 tested, 0.99% active; AID 492956, 2010;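 active means inhibition above the mean over all tested compounds plus 3 SD, cut at about 30% in these data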;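 further: inhibitors block probe labeling of enzyme so polarization drops; 0% = enzyme with DMSO and 100% = wells lacking PAFAH2 protein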
PAFAH1B2 inh – PAFAH1B2 enzyme inhibitors, primary screen, biochemical, fluorescence polarization, human; inhibition, % at 3.39 µM; recombinant PAFAH1B2, FP-rhodamine activity probe; Platelet-activating factor acetylhydrolase IB subunit alpha2 (Homo sapiens), P68402; 340,000 tested, 1.2% active;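 active means inhibition above the mean of all tested compounds plus 3 SD, cut at about 24% in these data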;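 further: 0% = enzyme with DMSO and 100% = wells lacking PAFAH1B2; many of its hits are not listed in these tables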
Target sequence (P68402 whole entry, looked up): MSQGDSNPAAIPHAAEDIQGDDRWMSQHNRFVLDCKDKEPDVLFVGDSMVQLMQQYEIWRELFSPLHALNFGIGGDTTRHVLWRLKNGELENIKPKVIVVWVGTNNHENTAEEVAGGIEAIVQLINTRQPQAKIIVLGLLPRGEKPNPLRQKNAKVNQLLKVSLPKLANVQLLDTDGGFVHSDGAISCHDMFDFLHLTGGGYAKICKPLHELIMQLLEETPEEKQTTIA
PAFAH1B3 inh – PAFAH1B3 enzyme inhibitors, primary screen, biochemical, fluorescence polarization, human. AID 492972, 2010. inhibition, % at 3.39 µM. Platelet-activating factor acetylhydrolase IB subunit alpha1 (Homo sapiens), Q15102. recombinant PAFAH1B3, FP-rhodamine probe. 340,000 tested, 0.28% active;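 active means inhibition above the screen-wide average of all tested compounds plus 3 SD, cut at about 25% in these data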;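 further: 0% = enzyme with DMSO only and 100% = wells lacking PAFAH1B3 protein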
Target sequence (Q15102 whole entry, looked up): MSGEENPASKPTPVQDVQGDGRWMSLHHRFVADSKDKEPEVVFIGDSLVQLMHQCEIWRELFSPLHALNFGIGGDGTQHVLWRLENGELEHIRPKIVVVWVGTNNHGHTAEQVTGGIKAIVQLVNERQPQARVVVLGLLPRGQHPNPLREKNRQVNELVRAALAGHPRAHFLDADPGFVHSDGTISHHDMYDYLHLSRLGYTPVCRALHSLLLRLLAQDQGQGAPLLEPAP
Active calls of the source: *. Only part of the results is shown. The share of hits here may be higher or lower than overall.

SMILES	PAFAH2 inh	PAFAH1B2 inh	PAFAH1B3 inh
Cc1ccn(CC(=O)N2CCCC(N3CCN(c4ccc(F)cc4)CC3)C2)n1 (stereo unspecified)	-4	11	17
CCOc1ccc(NC(=O)CC(Cc2cc(C)cc(C)c2)C(=O)O)cc1 (stereo unspecified)	3	-11	4
COc1ccc(NC(=O)N(C2CCCCC2)C2CCN(C(C)C)CC2)c(OC)c1	-4	2	0
O=C(Nc1cccc(-c2cscn2)c1)C1CCN(Cc2ccccn2)CC1	6	1	11
COc1cc(OC)c(C=CC(=O)c2ccccc2O)c(OC)c1	-20	2	0
Cc1ccc2sc(-c3ccc(NC(=O)/C=C\C(=O)O)cc3)nc2c1	1	2	-4
CN1C=CC(=O)[C@@H](OC(=O)Nc2ccc(Br)cc2)[C@H]1c1ccccc1Br	-1	1	1
Cn1c(=S)sc2ccc3ccccc3c21	1	3	12
CN(C)C(=O)c1ccc(NC(=O)c2cccc(S(=O)(=O)N3CCN(Cc4ccccc4)CC3)c2)cc1	-12	4	-1
COc1ccc(NC(=O)CC(C)=O)c(OC)c1	-3	5	5
CS(=O)(=O)Cc1nc2ccccc2n1CC(=O)Nc1cccc(S(=O)(=O)N2CCCC2)c1	-9	4	4
CC(=O)c1ccc(S(=O)(=O)N2CCN(c3nn(C)c(=O)n(C)c3=O)CC2)cc1	0	2	6
CCN(CC)CC(O)c1ccc2ccc3ccc(O)cc3c2c1 (stereo unspecified)	13	6	0
COC(=O)C(Cc1ccc(O)cc1)NC(=O)Cn1cc(C)c(=O)[nH]c1=O (stereo unspecified)	-5	-1	0
O=C1OC(Cc2ccccc2)C(c2ccccc2)C1=O (stereo unspecified)	2	8	5
O=C(Nc1ccccc1N1CCOCC1)c1ccc2nc[nH]c2c1	1	1	1
CCOc1ccc(S(=O)(=O)N2CCC(C(=O)Nc3ccc(C)c(S(=O)(=O)N4CCOCC4)c3)CC2)cc1	1	0	7
Cc1ccc(Nc2ccc([N+](=O)[O-])cn2)cc1Cl	-1	0	15
Cc1cc(C)c(S(=O)(=O)Nc2ccccc2)c(C)c1	-7	-1	6
CCOc1ccccc1C(=O)NCC(=O)NCCSc1ccc(Br)cc1	-4	28*	4
CCc1nccn1CCC(=O)N1CCCC(N2CCN(c3cccc(Cl)c3)CC2)C1 (stereo unspecified)	2	1	-3
CC(Oc1ccccc1)C(=O)Nc1ccc(F)c(S(=O)(=O)N2CCOCC2)c1 (stereo unspecified)	4	0	6
CCC1CCCCN1C(=O)c1ccc(OC)c(OC2CCN(C(C)=O)CC2)c1 (stereo unspecified)	6	-5	13
CSCC(C)N1CCC(n2nccc2NC(=O)CCc2ccccc2)CC1 (stereo unspecified)	3	-3	2
Cc1ccc(CN2CCN(C(=O)c3cccc4ccccc34)CC2)cc1	-2	7	7

Five of the entries above in order of their number in PAFAH2 inh, ascending:
SMILES	PAFAH2 inh	PAFAH1B2 inh	PAFAH1B3 inh
CN(C)C(=O)c1ccc(NC(=O)c2cccc(S(=O)(=O)N3CCN(Cc4ccccc4)CC3)c2)cc1	-12	4	-1
O=C(Nc1ccccc1N1CCOCC1)c1ccc2nc[nH]c2c1	1	1	1
CSCC(C)N1CCC(n2nccc2NC(=O)CCc2ccccc2)CC1 (stereo unspecified)	3	-3	2
CC(Oc1ccccc1)C(=O)Nc1ccc(F)c(S(=O)(=O)N2CCOCC2)c1 (stereo unspecified)	4	0	6
CCN(CC)CC(O)c1ccc2ccc3ccc(O)cc3c2c1 (stereo unspecified)	13	6	0

More compounds follow.
SMILES	PAFAH2 inh	PAFAH1B2 inh	PAFAH1B3 inh
COc1ccc(Br)cc1C1NC(=O)c2c(sc3c2CCN(C)C3)N1 (stereo unspecified)	3	1	-5
CC(C)C[C@H]1CNC(=O)C(=O)N1CC1CCN(CC2CCC(C(C)(C)C)CC2)CC1 (stereo partly specified)	-12	5	3
CCOC(=O)/C=C1/SCC(=O)N1CC(=O)Nc1ccccc1OC(F)F	-3	2	5
Cc1ccc(Cl)cc1NC(=O)NCc1cccnc1	0	1	9
Nc1c(N(Cc2ccco2)C(=O)c2ccccc2F)c(=O)[nH]c(=O)n1Cc1ccccc1	0	6	6
CCC1SC(CC)C(=O)N(CC(=O)NC2CCCCC2)C1=O (stereo unspecified)	10	-3	0
O=[N+]([O-])c1ccc(CS(=O)(=O)c2ccc(Cl)cc2)cc1	3	0	6
Clc1ccccc1/C=N/Nc1cc(N2CCOCC2)ncn1	-6	-1	11
COCCn1c(SCC(=O)Nc2ccc(OC)cc2OC)nc2ccccc2c1=O	-2	1	5
CCOc1ccc2c(c1)c1nnc(SCC(=O)N3CCC(C)CC3)nc1n2C	-1	2	9
CN(C(=O)c1cccc(NC(=O)Cc2ccc(NC(=O)C3CCCN(C(=O)c4ccccc4)C3)cc2)c1)C1CCCC1 (stereo unspecified)	8	3	7
CN(CC(=O)Nc1ccccc1Cl)C(=O)c1cccc(S(=O)(=O)N2CCN(c3ccccc3)CC2)c1	1	6	2
Cc1ccc(S(=O)(=O)N2CCN(C(=O)CCC(=O)Nc3ccc(Br)c(C)c3)CC2)cc1	23	8	-4
COc1ccc(O)c(CN2CCC(n3nccc3NC(=O)c3ccccc3Cl)CC2)c1	-7	-4	9
O=C(CCN1CCOCC1)NNC(=O)Nc1cccc(Cl)c1	10	5	3
COC1OC2COC(c3ccccc3)OC2C(OC(=O)c2ccccc2)C1OC(=O)c1ccccc1 (stereo unspecified)	-3	-2	0
Cc1ccc(NC(=O)COC(=O)c2ccccc2F)cc1S(=O)(=O)N1CCCCC1	67*	1	-1
Cc1cc(NS(=O)(=O)c2ccc(NC(=O)c3cc4c(=O)n5ccccc5nc4s3)cc2)nc(C)n1	-5	6	14
N#Cc1ccccc1OCc1cn(CC(=O)c2ccc(O)cc2)nn1	-3	5	10
O=C(c1cccc(Cl)c1)N1CCC2CC1c1cc(-c3ccc(F)cc3)ccc12 (stereo unspecified)	6	-1	2
CN=c1scc(-c2c[nH]c3ccccc23)n1C	-3	-1	3
CC(=O)OC1C=CCC2C(=O)c3cccc(O)c3C(O)C12 (stereo unspecified)	-3	7	1
CC1CN(C(C)C)C(C)CC1OC(=O)c1ccccc1 (stereo unspecified)	-5	-3	5
CC1=CC2C(C3C=CC2(C)C(=O)C3(C)O)C(C)(O)C1=O (stereo unspecified)	0	3	8
Cc1ccc(Cl)cc1NC(=O)C(=O)N/N=C/c1ccc2c(c1)OCO2	-1	1	-3

Three of these compounds, reformatted.
Below each compound – PAFAH2 inh | PAFAH1B2 inh | PAFAH1B3 inh
> CC(C)C[C@H]1CNC(=O)C(=O)N1CC1CCN(CC2CCC(C(C)(C)C)CC2)CC1 (stereo partly specified)
    -12 | 5 | 3
> Cc1ccc(NC(=O)COC(=O)c2ccccc2F)cc1S(=O)(=O)N1CCCCC1
    67* | 1 | -1
> CC(=O)OC1C=CCC2C(=O)c3cccc(O)c3C(O)C12 (stereo unspecified)
    -3 | 7 | 1

Remaining list, next part:
SMILES	PAFAH2 inh	PAFAH1B2 inh	PAFAH1B3 inh
CCCC(C(=O)Nc1ccc(S(=O)(=O)Nc2nccs2)cc1)c1ccccc1 (stereo unspecified)	-1	17	9
Nc1cc(=O)n(Cc2ccccc2)c(=O)n1Cc1ccccc1	3	0	-1
Cc1nc(N)[nH]c(=O)c1CCCNc1ccc(CCC2(CCl)OCCO2)cc1	-10	0	8
Cc1ccc(CN2CCC(C(=O)Nc3ccc(Oc4cccnc4)cc3)CC2)cc1	0	7	7
CN(C)CC1CCC/C(=C/c2ccc(Cl)cc2)C1=O (stereo unspecified)	2	0	3
Cc1cccc(-c2c3c(=O)n(C)c(=O)n(C)c3c3nnc4ccccc4n23)c1	10	7	7
C(=N\NC1=Nc2cccc3cccc1c23)/c1ccccn1	2	7	12
c1ccc(C(Nc2cccnc2)c2ccccc2)cc1	-5	16	19
Cc1cc(S(=O)(=O)Nc2nc(CN3CCOCC3)nc3sc4c(c23)CCC4)cc(C)c1C	12	3	-1
Cc1cc(O)c(C(=O)/C=C/c2ccccc2)c(=O)o1	6	4	4
Cn1c(N=Cc2ccc([N+](=O)[O-])cc2)c(N)c(=O)n(C)c1=O	4	2	5
COc1cc(CNC(=O)c2cc(C(=O)NCc3cc(OC)cc(OC)c3)n(C)n2)cc(OC)c1	-11	2	4
O=C(O)C(CCc1ccccc1)N1C(=O)c2ccccc2C1=O (stereo unspecified)	4	7	8
Clc1ccc2oc(-c3ccccc3)cc(=NCCCN3CCOCC3)c2c1	-3	0	2
OCC1OC(n2cnc3c(NCc4ccccc4O)ncnc32)C(O)C1O (stereo unspecified)	-3	4	6
COc1ccccc1CNS(=O)(=O)c1cc(C(=O)N(C)Cc2cccnc2)c(Cl)cc1Cl	-6	-3	4
CC/C(=N\NC(=O)C1CCCC1)c1ccc(Br)cc1	11	3	3
CC(OC(=O)c1ccc(-n2cnnn2)cc1)C(=O)N(C)c1ccccc1 (stereo unspecified)	8	3	9
OC(Cc1ccncc1)c1ccccc1Cl (stereo unspecified)	3	4	5
N=c1c(S(=O)(=O)c2ccccc2)cc2c(=O)n3ccccc3nc2n1C1CCCCC1	-1	2	9
NCCc1c(-c2ccccc2)n(-c2ccccc2)c2ccccc12	-5	-1	-4
COc1ccc(C2=CC(c3ccco3)n3ncnc3N2)cc1 (stereo unspecified)	1	1	2
CC(=O)c1cccc(NC(=O)CSc2nnnn2C2CCCC2)c1	5	7	-6
Cc1cccc(-n2ccnc2SCC(=O)Nc2cccc(S(=O)(=O)NC3=NCCC3)c2)c1C	-2	4	4
Cc1ccc(S(=O)(=O)N2CC(O)C[C@H]2C(=O)OCC(=O)Nc2ccc(N3CCOCC3)cc2)cc1C (stereo partly specified)	-1	3	6

Additional compounds follow.
SMILES	PAFAH2 inh	PAFAH1B2 inh	PAFAH1B3 inh
Cc1ccc(NC(=O)NC2OC(=O)c3ccccc32)cc1 (stereo unspecified)	8	0	5
CN(C)c1ccc(C=Cc2cnccn2)cc1	-1	-2	6
COc1ccccc1N1CCN(C(=O)c2oc3cc(C)c(C)cc3c2C)CC1	0	-3	1
O=C(NCCC(=O)N1CCN(S(=O)(=O)c2ccc(Cl)cc2)CC1)Nc1ccccc1	5	17	4
Cc1nc(C(F)(F)F)ccc1C(=O)Nc1ccc2ccccc2n1	8	7	3
O=C(NCc1cccnc1)c1cc(S(=O)(=O)N2CCCC2)c(Cl)cc1Cl	9	6	11
CCOc1ccc2oc(C(=O)N3CCN(c4ccccn4)CC3)c(C)c2c1	5	2	5
Cc1ccc(C(=O)N2CCCC(CCC(=O)NCc3ccc(F)c(F)c3)C2)cn1 (stereo unspecified)	0	-2	-2
CCN(C(=O)COC(=O)c1cc(=O)[nH]c2ccccc12)c1c(N)n(Cc2ccccc2)c(=O)[nH]c1=O	-3	2	7
Cc1nc2cc(N3CCCCC3)c(NC(=O)c3ccncc3)cc2c(=O)n1Cc1ccccc1	0	1	1
COc1ccc(COC(=O)CCc2cc(OC)c(OC)c(OC)c2)cc1F	4	0	-8
COc1cccc2c1cc1c(=O)n(CC(=O)N3CCCC3)nc(C)n12	2	0	12
O=C(c1ccc(Cl)c(S(=O)(=O)N2CCOCC2)c1)N(Cc1ccco1)Cc1cccs1	-3	4	6
C1CCc2c(c(N3CCOCC3)nc3sc4c(N5CCOCC5)nnnc4c23)C1	-5	-1	13
O=C(O)c1ccc(Cn2cnc3c(=S)nc[nH]c32)cc1	-2	2	-3
CCOc1ccc(C(=O)Nc2ccc(CN3CCOCC3)cc2)cc1Br	-2	-1	2
CCOC(=O)C1=CN(C)CCC1=O	-2	3	-4
CCN(CC)CCC(=O)N1c2ccccc2Sc2ccc(NC(=O)OC)cc21	-9	3	7
COc1ccc(N(C)S(=O)(=O)c2cccc(C(=O)N3CCN(Cc4ccc5c(c4)OCO5)CC3)c2)cc1	-4	2	9
O=C1C=C(c2c(O)ccc3ccccc23)c2ccccc2C1=O	-5	5	13
COc1ccc(CNC(=O)CCc2ccc(S(=O)(=O)N3CCCCCC3)cc2)cc1OC	3	1	6
COc1cc(CN2CCN(C(=O)c3ccccc3F)CC2)cc(OC)c1OC	3	0	2
CC(=O)N1CCN(C(=O)CCNC(=O)c2ccc(Br)cc2)CC1	1	5	11
Cc1nc(SCC(=O)N2CCN(C(=O)c3cccs3)CC2)c2c(C)c(C)sc2n1	1	4	4
CCN(C(=O)COC(=O)c1ccc(-n2c(C)ccc2C)cc1)c1c(N)n(Cc2ccccc2)c(=O)[nH]c1=O	-1	-4	-4

Remaining list, next part
SMILES	PAFAH2 inh	PAFAH1B2 inh	PAFAH1B3 inh
COc1ccc2oc(=O)cc(CN3CCN(Cc4ccc(OC)c(OC)c4OC)CC3)c2c1	-3	3	-2
O=C(COC(=O)c1cc(=O)[nH]c2ccccc12)Nc1ccc(Cl)c(S(=O)(=O)N2CCOCC2)c1	2	4	9
COc1ccc(CCNC(=O)Cn2c(=O)n(-c3ccc(F)cc3)c(=O)c3sccc32)cc1OC	0	2	0
Cc1ccc(Cn2c(CCC(=O)O)nc3ncccc3c2=O)cc1	-4	2	0
CCN1CCS/C1=C\C=C\C1=[N+](CC)CCS1	11	4	5
CCC(=O)Nc1nnc(S(=O)(=O)N(CC)c2cc(C)cc(C)c2)s1	3	4	2
CCOc1ccc(C(=O)N2CCN(S(=O)(=O)c3ccc4c(c3)OCCO4)CC2)cc1OCC	-5	-1	-3
ON=C1C2CC=C(c3ccccc3)C1CCC2 (stereo unspecified)	6	11	2
CCOC(=O)c1ccc(N(CCC2CO2)S(=O)(=O)c2ccc(C)cc2)cc1 (stereo unspecified)	9	-1	2

Source: PubChem
